# Assay outcomes as filed in PubChem BioAssay.
# MazF activator: increases E. coli MazEF RNase cleavage of RNA; P0AE70; FAM/BHQ RNA-DNA oligo cleavage fluorescence, 5 h; activation, % at 20 µM; actives 0.32% (n = 350,000); AID 504720; in the data active = activation above about 50%
# Target sequence (P0AE70 whole entry, looked up): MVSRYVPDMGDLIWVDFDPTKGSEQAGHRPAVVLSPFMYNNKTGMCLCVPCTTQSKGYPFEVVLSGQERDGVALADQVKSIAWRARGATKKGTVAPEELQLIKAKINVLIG
# Rv3671c inh: Rv3671c (M. tuberculosis) protease inhibition; P9WHR9; actives 0.048% (n = 320,000); inhibition, % at 5.96 µM; in the data active = inhibition above about 38%;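 note: extracellular domain of Rv3671c used as enzyme; 0% = enzyme with DMSO and 100% = no enzyme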
# GDH-TPI inh: counter-screen for M. tuberculosis FBA inhibitors: GDH-TPI coupled enzymes; GDH-TPI coupled enzyme counterscreen, NADH absorbance; inhibition, % at 4.8 µM; actives 1.2% (n = 360,000); AID 588335; in the data active = inhibition above about 30%;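 note: 0% = DMSO wells and 100% = wells lacking the enzyme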
# BoNT-F LC inh: inhibitors of Botulinum neurotoxin F light chain protease; Multiplex microsphere protease cleavage assay, flow cytometry; actives 0.22% (n = 360,000); inhibition, % at 10 µM; AID 588497; in the data active = inhibition above about 35%, passing the limit was not always enough; note: plate controls were buffer without enzyme for full effect and enzyme alone for no effect
# FBA Mtb inh: inhibits M. tuberculosis FBA enzyme | purified M. tuberculosis FBA, fluorescence read-out | inhibition, % at 1 µM | actives 2.3% (n = 360,000) | AID 588726; in the data active = inhibition above about 27%;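 note: 0% = vehicle and 100% = reference inhibitor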
# Target sequence (P9WQA3 whole entry, looked up): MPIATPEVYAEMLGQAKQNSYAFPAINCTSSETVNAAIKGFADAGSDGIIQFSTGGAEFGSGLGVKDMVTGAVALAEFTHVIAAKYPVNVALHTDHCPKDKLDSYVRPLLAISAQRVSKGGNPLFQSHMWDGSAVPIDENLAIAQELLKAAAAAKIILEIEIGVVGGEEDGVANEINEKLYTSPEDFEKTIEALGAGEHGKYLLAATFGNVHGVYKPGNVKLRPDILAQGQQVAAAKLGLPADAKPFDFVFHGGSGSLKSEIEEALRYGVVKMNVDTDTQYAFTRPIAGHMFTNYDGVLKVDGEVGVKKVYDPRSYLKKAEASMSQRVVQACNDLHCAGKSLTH
# Mtb BioA inh: inhibitors of Mycobacterium tuberculosis BioA enzyme. purified M. tuberculosis BioA enzyme, plate reader. inhibition, % at 9.99 µM. actives 0.096% (n = 360,000). AID 602481; in the data active = inhibition above about 40%
# PrPC surface inh: reduces human prion protein on the cell surface | cell surface PrPC, TR-FRET read-out | inhibition, % at 13.8 µM | P04156 | AID 720596 | actives 0.43% (n = 370,000); in the data active = inhibition above about 24%; note: 0% = median of the test wells and 100% = reference compound wells
# FadD28 FP inh: inhibitors of Mycobacterium tuberculosis FadD28 bisubstrate binding; FadD28 bisubstrate probe binding, fluorescence polarization; inhibition, % at 12.5 µM; actives 0.22% (n = 360,000); in the data active = inhibition above about 8.5%, passing the limit was not always enough
# UGM FP inh: Mtb UDP-galactopyranose mutase inhibition | purified UGM, fluorescence polarization probe displacement | P9WIQ1 | inhibition, % at 10 µM | AID 504406 | actives 0.06% (n = 320,000); in the data active = inhibition above about 10%, passing the limit was not always enough
# Numbers without * were called inactive; / = not tested or not shown. Random draw from the library; overall some 4.8% were active at least once.
SMILES	UGM FP inh	MazF activator	BoNT-F LC inh	FadD28 FP inh	GDH-TPI inh	Rv3671c inh	PrPC surface inh	Mtb BioA inh	FBA Mtb inh
CC(C)(Cc1ccc(O)cc1)NC(=O)CC(=O)N=Nc1c(O)[nH]c2ccc(Br)cc12	-2.7	5.2	-4.2	-0.5	11.9	-1.5	-20.7	/	1.4
CCOC(=O)N1CCN(C(=O)COc2ccc(Br)cc2Cl)CC1	0.0	-3.5	-2.5	-3.5	8.9	-0.7	-2.8	0.0	-0.5
COc1ccc(/C=N/NC(=O)CN(CCc2ccccc2)S(=O)(=O)c2ccc(NC(C)=O)cc2)cc1OC	3.0	3.6	0.0	-7.9	4.3	-15.0	2.9	/	-5.7
COc1cc(C(=O)N2CCNCC2)cc(OC)c1OC	1.6	3.7	-18.1	-2.4	-12.4	4.4	2.8	-2.2	-1.5
CN1CCC(N2CCN(C3CN(C4CCCC4)S(=O)(=O)C3)CC2)CC1 (stereo unspecified)	/	/	-7.6	0.6	/	/	0.5	-1.6	2.5
Cc1cc(C(=O)NCC2COc3ccccc3O2)c2ccccc2n1 (stereo unspecified)	-0.4	-9.0	-2.2	-3.9	-2.5	12.4	-0.9	/	-6.1
Cc1ccc(C)c(NC(=O)CSc2c(C)n[nH]c2C)c1	0.4	8.3	-4.6	-4.7	-0.6	14.6	-2.5	-1.5	-2.1
CC(=O)Nc1cc(-c2ccncc2)cn2c(-c3ccccc3)cnc12	/	/	-8.1	0.6	8.9	/	-13.8	1.8	2.6
CCOc1ccc(NC(=O)CN(C)CC(=O)Nc2ccccc2SC)cc1OCC	-0.3	-14.1	-7.7	-0.1	2.2	1.6	1.7	-1.7	1.3
C/C=C/c1ccccc1OCc1ccc(C(=O)OC)o1	0.3	-3.1	-4.5	-1.4	0.0	1.0	-1.9	1.4	-0.8
CC(=O)Nc1ccc(S(=O)(=O)NCCS(=O)(=O)N2CCN(c3ccccc3F)CC2)cc1	-1.7	0.5	7.3	-4.1	0.0	-10.9	-3.1	-0.2	0.7
CNC(=O)CSCc1c(Cl)cccc1Cl	2.1	8.4	-5.7	-2.3	8.8	1.4	-1.9	-1.4	2.4
COCc1nnc(NC(=O)CCc2ccccc2)s1	-0.5	0.5	1.4	0.8	11.3	-1.6	-1.7	-2.0	2.6
COc1cc(C2c3c(n[nH]c3C)C(=O)N2c2ccc(C)cc2)ccc1O (stereo unspecified)	0.4	7.0	-0.4	-5.9	-10.6	-6.3	-1.0	7.8	1.8
CC(=O)c1ccc(NC(=O)C(C)OC(=O)COc2ccc(C#N)cc2)cc1 (stereo unspecified)	1.3	2.1	0.6	-2.3	-6.2	4.4	1.7	/	-0.2
O=C(CCc1ccccc1)NNC(=O)c1ccncc1	0.6	-0.9	-4.5	-1.0	-9.1	1.3	-1.5	-0.7	6.2
CN(C)c1ccc(/C=C(\C#N)C(=O)OCC(=O)N(C)C2CCS(=O)(=O)C2)cc1 (stereo unspecified)	2.0	-62.6	-6.7	3.9	9.2	-12.6	5.6	-4.8	-39.2
COc1cc(C2c3sc(=O)[nH]c3SC3C4CCC(C4)C23)ccc1O (stereo unspecified)	0.6	3.0	-17.1	-1.4	8.3	2.8	-5.2	1.0	3.2
C=CCn1c(COC)nnc1SCC(=O)c1ccc(F)cc1	3.7	0.2	-2.4	-0.6	3.0	-7.4	-4.6	-0.2	1.4
O=C(COC(=O)c1ccc(S(=O)(=O)N2CCc3ccccc3C2)cc1)NC1CCS(=O)(=O)C1 (stereo unspecified)	-2.3	-3.7	-0.8	-3.9	-2.9	-15.3	-8.2	-0.5	-9.7
Cc1[nH]n(C(N)=S)c(=O)c1N=Nc1cccc(Cl)c1	1.1	3.9	-15.7	-1.9	7.8	5.0	-9.3	-1.2	-7.7
CCCCc1ccc(NC(=O)CC(C)(C)C)cc1	0.3	-1.7	-2.4	0.5	3.6	-8.7	11.0	/	-0.6
CCOC(=O)C1Nc2ccccc2C2C(O)C(O)CC12 (stereo unspecified)	1.4	-3.0	0.4	2.4	17.6	-22.7	-1.9	-16.5	3.5
CCN(CC)S(=O)(=O)c1ccc(O)c(C(=O)OCC(=O)NC2CCCC2)c1	-1.6	8.9	-23.6	-2.8	9.5	3.9	6.2	-0.4	8.9
COCCCNC(=O)CCN1C(=O)COc2ccccc21	0.0	1.5	6.9	-1.0	-6.9	2.8	-2.6	-0.2	-1.6

SMILES	UGM FP inh	MazF activator	BoNT-F LC inh	FadD28 FP inh	GDH-TPI inh	Rv3671c inh	PrPC surface inh	Mtb BioA inh	FBA Mtb inh
COc1ccc(CN2CCNC(=O)C2CC(=O)N2CCCN(C(C)=O)CC2)c(OC)c1 (stereo unspecified)	-1.6	12.7	-1.6	-5.0	3.4	2.4	1.4	-1.6	-1.5
Cc1ccc2nsnc2c1NC(=O)c1ccc([N+](=O)[O-])cc1	2.2	4.0	4.2	-2.9	8.7	-0.4	-39.3	/	-0.5
CCCCn1nnnc1SCC(=O)N(CC)CC	-2.5	-2.1	-4.9	-1.9	-3.7	-1.2	2.4	1.9	7.7
CCOc1cc(N2CCOCC2)c(OCC)cc1NC(=O)COc1ncnc2ccccc12	-0.6	-5.1	-3.9	-0.9	-4.5	-3.9	-11.9	1.0	0.7
COc1ccc(C(=O)NC2CCN(CC(=O)NC3CCCCC3)CC2)cc1	2.8	6.6	-15.6	-2.8	4.7	-1.8	-10.9	0.3	-0.9

# Given with two lines to a compound: entries from further up.
# Values run as follows: UGM FP inh | MazF activator | BoNT-F LC inh | FadD28 FP inh | GDH-TPI inh | Rv3671c inh | PrPC surface inh | Mtb BioA inh | FBA Mtb inh
- O=C(COC(=O)c1ccc(S(=O)(=O)N2CCc3ccccc3C2)cc1)NC1CCS(=O)(=O)C1 (stereo unspecified)
    -2.3 | -3.7 | -0.8 | -3.9 | -2.9 | -15.3 | -8.2 | -0.5 | -9.7
- Cc1[nH]n(C(N)=S)c(=O)c1N=Nc1cccc(Cl)c1
    1.1 | 3.9 | -15.7 | -1.9 | 7.8 | 5.0 | -9.3 | -1.2 | -7.7
- CCCCc1ccc(NC(=O)CC(C)(C)C)cc1
    0.3 | -1.7 | -2.4 | 0.5 | 3.6 | -8.7 | 11.0 | / | -0.6
- CCOC(=O)C1Nc2ccccc2C2C(O)C(O)CC12 (stereo unspecified)
    1.4 | -3.0 | 0.4 | 2.4 | 17.6 | -22.7 | -1.9 | -16.5 | 3.5
- CCN(CC)S(=O)(=O)c1ccc(O)c(C(=O)OCC(=O)NC2CCCC2)c1
    -1.6 | 8.9 | -23.6 | -2.8 | 9.5 | 3.9 | 6.2 | -0.4 | 8.9
- COCCCNC(=O)CCN1C(=O)COc2ccccc21
    0.0 | 1.5 | 6.9 | -1.0 | -6.9 | 2.8 | -2.6 | -0.2 | -1.6
- COc1ccc(CN2CCNC(=O)C2CC(=O)N2CCCN(C(C)=O)CC2)c(OC)c1 (stereo unspecified)
    -1.6 | 12.7 | -1.6 | -5.0 | 3.4 | 2.4 | 1.4 | -1.6 | -1.5
- Cc1ccc2nsnc2c1NC(=O)c1ccc([N+](=O)[O-])cc1
    2.2 | 4.0 | 4.2 | -2.9 | 8.7 | -0.4 | -39.3 | / | -0.5
- CCCCn1nnnc1SCC(=O)N(CC)CC
    -2.5 | -2.1 | -4.9 | -1.9 | -3.7 | -1.2 | 2.4 | 1.9 | 7.7
- CCOc1cc(N2CCOCC2)c(OCC)cc1NC(=O)COc1ncnc2ccccc12
    -0.6 | -5.1 | -3.9 | -0.9 | -4.5 | -3.9 | -11.9 | 1.0 | 0.7
- COc1ccc(C(=O)NC2CCN(CC(=O)NC3CCCCC3)CC2)cc1
    2.8 | 6.6 | -15.6 | -2.8 | 4.7 | -1.8 | -10.9 | 0.3 | -0.9
